Source: PubChem
FBA Mtb inh: inhibitors of M. tuberculosis fructose-bisphosphate aldolase | inhibition, % at 1 µM | purified M. tuberculosis FBA, fluorescence read-out | 360,000 tested, 2.3% active; in the data active means inhibition above about 27%;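 further: 0% = vehicle and 100% = reference inhibitor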
Target sequence (P9WQA3 whole entry, looked up): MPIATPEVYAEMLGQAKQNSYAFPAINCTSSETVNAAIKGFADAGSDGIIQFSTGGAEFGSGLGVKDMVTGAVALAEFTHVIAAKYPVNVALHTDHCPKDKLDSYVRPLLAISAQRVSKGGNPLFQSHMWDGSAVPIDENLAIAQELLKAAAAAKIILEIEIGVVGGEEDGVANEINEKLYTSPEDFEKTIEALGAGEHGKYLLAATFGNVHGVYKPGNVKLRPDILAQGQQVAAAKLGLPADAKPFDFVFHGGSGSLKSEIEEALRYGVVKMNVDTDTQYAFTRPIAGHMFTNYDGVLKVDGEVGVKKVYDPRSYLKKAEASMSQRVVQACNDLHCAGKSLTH
MazEF act: MazEF (E. coli) toxin RNase activation. P0AE70. FAM/BHQ RNA-DNA oligo cleavage fluorescence, 5 h. activation, % at 20 µM. 350,000 tested, 0.32% active. AID 504720; in the data active means activation above about 50%
Target sequence (P0AE70 whole entry, looked up): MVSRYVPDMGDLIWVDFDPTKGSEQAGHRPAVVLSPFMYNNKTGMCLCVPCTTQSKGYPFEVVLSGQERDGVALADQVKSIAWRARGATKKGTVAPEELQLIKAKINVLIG
SARS 3CLpro inh: SARS-CoV 3CLpro protease inhibition; P0C6X7; recombinant SARS-CoV 3CLpro, quenched FRET peptide cleavage; inhibition, % at 6 µM; 290,000 tested, 0.14% active; in the data active means inhibition above about 12%
PriA SSB inh: blocks PriA binding to SSB C-terminal tail; AlphaScreen SSBct-PriA binding, biotinylated peptide; inhibition, % at 33 µM; 430,000 tested, 0.6% active; in the data active means inhibition mostly above about 37%, no sharp cut-off; inactive means mostly below about 20%;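 further: plate controls were negative control peptide for no effect and reference peptide for full effect; strong numbers were not always called active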
DUSP3 inh: DUSP3 (human) phosphatase inhibition. P51452. recombinant VHR phosphatase, pNPP absorbance. 290,000 tested, 0.52% active. inhibition, % at 13.3 µM; in the data active means inhibition above about 50%; further: some compounds called inactive have numbers as strong as hits
Target sequence (P51452 whole entry, looked up): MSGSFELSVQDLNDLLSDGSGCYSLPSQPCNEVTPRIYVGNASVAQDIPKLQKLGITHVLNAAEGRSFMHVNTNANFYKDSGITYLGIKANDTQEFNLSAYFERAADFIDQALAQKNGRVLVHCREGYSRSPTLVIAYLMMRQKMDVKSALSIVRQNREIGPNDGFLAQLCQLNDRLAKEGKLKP
BioA inh: blocks M. tuberculosis BioA enzyme activity; purified M. tuberculosis BioA enzyme, plate reader; inhibition, % at 9.99 µM; 360,000 tested, 0.096% active; in the data active means inhibition above about 40%
GDH-TPI inh: counter-screen for M. tuberculosis FBA inhibitors: GDH-TPI coupled enzymes. GDH-TPI coupled enzyme counterscreen, NADH absorbance. inhibition, % at 4.8 µM. 360,000 tested, 1.2% active; in the data active means inhibition above about 30%;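 further: 0% = DMSO wells and 100% = wells lacking the enzyme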
BH1578 lux ind: inducers of Vibrio cholerae quorum light production without autoinducers. V. cholerae BH1578 lux reporter, luminescence, 6 h. activation, % at 18.7 µM. 350,000 tested, 0.16% active; in the data active means activation mostly above about 9.7%, no sharp cut-off; further: not every result past the cut was called active; inactives centre near 0; reference of the scale not given here
Rv3671c protease: Rv3671c (M. tuberculosis) protease inhibition; P9WHR9; inhibition, % at 5.96 µM; 320,000 tested, 0.048% active; AID 2606; in the data active means inhibition above about 38%;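 further: extracellular domain of Rv3671c used as enzyme; 0% = enzyme with DMSO and 100% = no enzyme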
UGM FP inh: blocks M. tuberculosis UGM enzyme; purified UGM, fluorescence polarization probe displacement; inhibition, % at 10 µM; 320,000 tested, 0.06% active; in the data active means inhibition above about 10%, passing the limit was not always enough
Target sequence (P9WIQ1 whole entry, looked up): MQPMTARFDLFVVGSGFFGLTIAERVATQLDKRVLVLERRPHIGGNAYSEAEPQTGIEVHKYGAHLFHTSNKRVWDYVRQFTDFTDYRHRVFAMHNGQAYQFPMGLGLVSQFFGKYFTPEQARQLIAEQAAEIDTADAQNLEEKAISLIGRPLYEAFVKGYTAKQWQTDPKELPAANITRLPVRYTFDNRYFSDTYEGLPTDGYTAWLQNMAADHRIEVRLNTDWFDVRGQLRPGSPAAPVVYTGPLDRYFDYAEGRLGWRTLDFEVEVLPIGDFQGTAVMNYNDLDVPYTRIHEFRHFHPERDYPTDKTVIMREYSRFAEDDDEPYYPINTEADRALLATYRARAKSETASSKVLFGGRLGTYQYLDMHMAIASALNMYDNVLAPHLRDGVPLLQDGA
Starred values were filed as active, the others as inactive; i = inactive; · = no result given; + = active, no number.

SMILES | FBA Mtb inh | MazEF act | SARS 3CLpro inh | PriA SSB inh | DUSP3 inh | BioA inh | GDH-TPI inh | BH1578 lux ind | Rv3671c protease | UGM FP inh
N#CC1(c2ccccc2)CCN(C2CC(=O)N(c3ccc(F)cc3)C2=O)CC1 (centres undefined) | -4.0 | 3.2 | 4.0 | -0.1 | 16.6 | · | 6.5 | i | 7.0 | -0.1
O=c1cnc(-c2ccc(Cl)cc2)cn1O | 4.5 | -1.7 | -1.2 | 1.5 | 7.8 | · | 9.1 | -0.3 | -5.3 | 2.7
Cc1ccc(N2C(=S)NC3c4ccccc4OC2(C)C3C(=O)N(C)C)cc1 (centres undefined) | -0.5 | 3.8 | 3.9 | -10.0 | 16.5 | 0.5 | -0.6 | -1.3 | 1.6 | -0.6
CC(=O)COC(=O)CCc1nc2ccccc2[nH]c1=O | 8.2 | 9.7 | -3.7 | -9.1 | 7.7 | 1.6 | 6.7 | 1.4 | 7.5 | -1.6
COc1ccccc1CNS(=O)(=O)c1ccc(Br)s1 | 1.6 | 6.4 | -3.3 | -14.0 | 35.9 | 0.0 | -1.7 | 0.3 | -4.4 | -0.3
C=CCOc1ccc(CN(C)c2ccc(S(=O)(=O)N3CCN(C)CC3)cc2[N+](=O)[O-])cc1 | -5.0 | 1.8 | · | 29.4 | · | 6.2 | 4.8 | i | -6.5 | 2.1
COC(=O)c1cccc(Nc2c3c(nc4ccccc24)CCC3)c1 | 3.0 | 4.9 | 0.6 | 12.0 | -10.0 | 7.4 | 12.1 | -0.6 | · | ·
COc1ccc(-c2ccc(CCC(=O)O)n2Cc2ccco2)cc1 | 5.8 | -9.5 | 2.3 | -3.5 | 11.0 | · | 0.6 | i | -0.1 | -0.1
COc1ccc(CC(=O)Nc2ccc(-c3cn4ccccc4n3)cc2)cc1OC | 71.3* | 7.5 | -0.5 | 0.5 | -8.1 | -0.2 | 16.1 | -0.2 | 6.8 | 0.2
COc1ccc2c(c1)oc(=O)c1cc(OC)ccc12 | 137.9* | -6.9 | 2.9 | -5.3 | 25.6 | 0.1 | -0.7 | 0.1 | -30.5 | 2.2
O=C(Nc1ccc(F)cc1F)c1cc2n(n1)C(C(F)(F)F)C1CCCCC1N2 (centres undefined) | -0.7 | 5.7 | 1.5 | -9.8 | 6.0 | -0.2 | 16.4 | -0.5 | 3.8 | 0.3
COC(=O)CCCCCc1ccc(C(C)=O)s1 | -0.2 | -0.1 | -2.5 | -13.9 | -8.6 | 0.0 | -3.1 | -0.4 | -3.4 | 2.4
CCN(C(=O)CN1CC(C)OC(C)C1)c1c(N)n(Cc2ccccc2)c(=O)[nH]c1=O (centres undefined) | 1.7 | 10.9 | -3.8 | -2.3 | 15.5 | · | 0.9 | -0.3 | -7.9 | -2.9
O=S(=O)(c1ccc(Br)cc1)N1CCN(c2ccccc2)CC1 | 1.5 | 3.6 | -2.8 | -12.5 | 25.2 | -2.3 | 0.0 | i | 0.9 | 1.0
COc1ccc(-c2cn[nH]c2N)c(OC)c1 | 0.9 | 2.2 | -1.3 | -2.4 | 1.2 | -1.6 | -5.6 | -0.2 | -0.1 | 2.6
O=c1ccc(-c2nc3ccccc3n2Cc2ccccc2Cl)c[nH]1 | 5.7 | 6.0 | 2.3 | 4.8 | 17.7 | · | 9.3 | -0.1 | 2.2 | 2.1
CCN(C(=O)COC(=O)Cc1c[nH]c2ccccc12)c1c(N)n(Cc2ccccc2)c(=O)[nH]c1=O | 0.1 | 1.1 | · | -7.7 | · | -0.2 | -16.5 | 0.5 | 6.5 | ·
Cc1cc(C(=O)N/N=C/c2ccc(-c3ccccc3Cl)o2)n[nH]1 | 2.1 | 3.7 | 3.0 | · | 10.2 | -1.0 | 34.5* | 0.1 | -0.1 | -0.4
COc1ccc(-c2c(C#N)c(N)nc3c2c(=O)n(C)c(=O)n3C)cc1 | 17.1 | 6.7 | -0.3 | -8.6 | 17.7 | 11.3 | 22.0 | -0.2 | 1.5 | 2.3
Cc1sc(C(=O)NCc2cccnc2)c2nc(C)n(CC(=O)NCc3cccnc3)c(=O)c12 | 1.8 | -0.8 | -3.8 | -13.6 | -5.6 | 12.3 | 0.6 | i | 3.6 | 3.8

Brought forward from above: 3 entries, then new ones.
SMILES | FBA Mtb inh | MazEF act | SARS 3CLpro inh | PriA SSB inh | DUSP3 inh | BioA inh | GDH-TPI inh | BH1578 lux ind | Rv3671c protease | UGM FP inh
Cc1cc(C(=O)N/N=C/c2ccc(-c3ccccc3Cl)o2)n[nH]1 | 2.1 | 3.7 | 3.0 | · | 10.2 | -1.0 | 34.5* | 0.1 | -0.1 | -0.4
COc1ccc(-c2c(C#N)c(N)nc3c2c(=O)n(C)c(=O)n3C)cc1 | 17.1 | 6.7 | -0.3 | -8.6 | 17.7 | 11.3 | 22.0 | -0.2 | 1.5 | 2.3
Cc1sc(C(=O)NCc2cccnc2)c2nc(C)n(CC(=O)NCc3cccnc3)c(=O)c12 | 1.8 | -0.8 | -3.8 | -13.6 | -5.6 | 12.3 | 0.6 | i | 3.6 | 3.8
COC(=O)c1ccc(C(=O)OC)c(NC(=S)N2CC(C)CC(C)C2)c1 (centres undefined) | 19.1 | -9.1 | 0.7 | -0.6 | 22.9 | · | 5.5 | i | -2.2 | -0.8
Cc1c(NC(=O)COc2ccccc2Cl)c(=O)n(-c2ccccc2)n1C | -2.6 | 7.7 | · | -1.5 | · | -1.9 | 11.7 | i | -3.9 | 2.0
CN(Cc1ccon1)C(=O)C1CCC(=O)N(Cc2ccc(Cl)cc2)C1 (centres undefined) | 1.8 | -2.9 | 4.0 | -9.1 | 6.2 | 4.1 | 3.1 | -0.7 | -1.7 | 0.7
CN(C)c1ccc(NC(=O)CSc2nnc(C3CCCCC3)n2N)cc1 | -1.5 | 0.0 | -0.2 | 9.8 | 76.4 | -0.8 | 5.2 | -0.2 | 3.6 | 3.0
CCN(CC)CCN(C(=O)c1cccc([N+](=O)[O-])c1)c1nc2ccc(OC)cc2s1 | 1.2 | 4.3 | -2.5 | -0.6 | 15.4 | · | 8.9 | -0.4 | 4.2 | -1.1
CCc1nnc(NC(=O)CN2CCN(c3ccccc3F)CC2)s1 | 0.0 | 5.1 | 3.1 | -4.4 | 20.8 | · | -5.1 | -0.3 | 2.3 | -0.8
NNC(=O)c1ccc(COc2ccc([N+](=O)[O-])cc2)o1 | -1.0 | 7.1 | -3.5 | -12.5 | 16.3 | · | 15.1 | -0.8 | 2.2 | -0.6
Nc1ccc(N2CCN(C(=O)c3cccs3)CC2)cc1 | 1.7 | 17.0 | 6.2 | 28.6 | 19.9 | -1.2 | 6.9 | i | -3.9 | -0.5
Cc1cccc(NC(=O)N2CCC(NC(=O)c3ccco3)CC2)c1 | 1.5 | 5.8 | -0.2 | -9.3 | 8.5 | · | 7.4 | -0.4 | -1.0 | 1.7
CCCCOc1ccc(CSC(CC(=O)O)C(=O)O)cc1 (centres undefined) | 1.1 | 4.6 | 7.7 | 1.9 | 0.0 | 1.6 | -7.8 | 1.0 | -9.4 | 3.1
CCOC(=O)c1[nH]c(C)c(/C(O)=C2\C(=O)C(=O)N(CCCn3ccnc3)C2c2ccncc2)c1C (centres undefined) | 4.5 | -4.1 | -2.9 | · | 18.6 | 0.0 | 28.2 | -0.7 | -4.4 | 0.0
Cc1c(CC(=O)NC(C)C)c(=O)oc2cc3c(cc12)CCC(C)(C)O3 | + | 7.4 | 3.6 | 2.5 | 16.1 | 0.8 | 22.4 | 1.7 | -5.7 | -1.0
O=C(NCC(=O)N1CCCC1)c1ccc(Br)cc1 | -2.3 | -0.1 | 5.5 | -13.4 | -4.2 | -2.2 | -0.8 | -0.6 | 0.3 | 0.3
COC(=O)C1=C(C(=O)OC)[C@@H]2N(C)c3ccccc3[C@@]23C[C@@H](C(=O)OC)N(C(=O)c2ccc(Br)cc2)C3=N1 | 0.4 | 9.2 | · | -0.3 | 7.3 | -1.0 | 0.5 | i | 0.4 | 3.1
CCCCc1ccccc1NC(=S)NC1CCCC1 | -0.7 | -4.3 | -4.7 | 7.2 | 18.7 | 0.4 | 2.0 | i | · | -0.2
COc1ccc(C2=C(Nc3ccc(C)cc3)c3ccccc3C2=O)cc1 | 2.6 | 7.2 | -0.6 | 3.3 | -3.8 | · | 9.4 | -0.3 | 17.6 | -3.4
CCOc1ccccc1C=NNC(=O)C1CC1 | -1.3 | 4.0 | · | -8.2 | · | -1.2 | 13.6 | -0.6 | · | ·
COC(=O)c1cccc(N2C(=O)C3CC=CCC3C2=O)c1 (centres undefined) | -0.4 | 5.6 | -2.9 | -8.7 | 33.2 | -1.7 | -2.6 | 3.8 | -2.0 | 0.5
COc1ccc(-c2nn(C)c(=O)c3ccccc23)cc1CNC(=O)NC1CCCCC1 | · | · | 5.2 | · | 32.5 | · | · | · | -6.5 | -0.9
CC(=O)c1cc(CC(=O)N2CCc3c([nH]c4ccccc34)C2c2ccccn2)cs1 (centres undefined) | 3.6 | 4.7 | 5.7 | 17.2 | 8.5 | · | 1.3 | 0.6 | 7.7 | 0.7
CCCCOc1ccc(S(=O)(=O)N2CCCCCC2)cc1 | -0.3 | -8.5 | 5.1 | -62.5 | -2.1 | 0.9 | 5.3 | i | 6.8 | -1.2
O=C(Cc1ccccc1)NNC1=NS(=O)(=O)c2ccccc21 | -5.1 | 3.2 | 6.8 | -5.7 | 25.1 | 0.9 | 4.2 | i | 1.4 | -1.9
COc1cccc(C(=O)NC2CCN(CC(=O)Nc3cccc(C)c3C)CC2)c1 | 2.8 | 11.6 | -1.9 | -11.1 | -10.1 | · | 6.4 | -0.4 | -5.3 | 2.1
COc1cccc2cc(C(=O)NCc3ccccc3)c(=N)oc12 | -2.0 | 16.3 | -9.6 | -1.0 | 27.3 | -1.6 | -5.5 | i | -13.4 | -1.9
CCOC(=O)N1CCC(N2CCCC(C(=O)c3ccccc3OC)C2)CC1 (centres undefined) | -1.1 | 2.8 | 3.9 | -8.1 | -8.2 | · | -4.8 | -0.8 | -4.2 | -1.5
COc1cccc(NC(=O)c2cc(Cl)nnc2Cl)c1 | -0.7 | -19.6 | 6.5 | 12.7 | 14.7 | · | 13.7 | -0.2 | -16.1 | 0.1
COCCN(CCOC)Cc1c(O)ccc2c3c(c(=O)oc12)CCC3 | + | 4.2 | 1.0 | -16.2 | 15.3 | 1.2 | 14.6 | i | -5.5 | -0.9
COc1cc(C=O)c(Br)cc1OC1CCCC1 | 1.3 | -0.9 | 2.4 | -14.5 | 22.8 | -1.0 | 5.3 | i | 1.6 | -3.9
O=C1CCSc2ccc(Cl)cc2N1Cc1ccccc1 | 1.2 | 5.1 | 2.1 | -20.1 | 28.2 | 0.5 | 0.0 | i | 2.4 | 1.3
O=C(CSc1nncc(=O)[nH]1)NC1CCCCC1 | 0.3 | 0.1 | 0.0 | 10.3 | 15.8 | -0.1 | 7.4 | i | -2.6 | 0.1
COc1ccccc1/C=C1\C(=O)Nc2ccccc21 | -2.6 | -12.0 | 2.3 | -0.5 | -13.5 | 0.6 | 10.0 | i | · | -1.7
O=C(c1cnc2sccn2c1=O)N1CCN(c2ccccc2Cl)CC1 | -2.5 | 5.3 | -3.4 | -9.1 | 10.0 | -1.8 | 20.6 | -0.3 | 4.8 | -4.4
CCOP(=O)(OCC)C(Nc1cccc(C(F)(F)F)c1)c1ccc(C)cc1 (centres undefined) | -0.6 | 7.7 | 2.8 | -30.0 | -4.3 | -0.8 | -4.4 | -0.4 | 5.7 | -3.7
CCCCC(=O)Nc1cccc(-c2ccc3nncn3n2)c1 | -5.3 | 11.0 | -4.4 | -15.3 | 0.4 | 2.2 | 12.0 | i | 8.9 | -1.6

A draw from above in order of heavy-atom count, smallest number first.
SMILES | FBA Mtb inh | MazEF act | SARS 3CLpro inh | PriA SSB inh | DUSP3 inh | BioA inh | GDH-TPI inh | BH1578 lux ind | Rv3671c protease | UGM FP inh
O=C(CSc1nncc(=O)[nH]1)NC1CCCCC1 | 0.3 | 0.1 | 0.0 | 10.3 | 15.8 | -0.1 | 7.4 | i | -2.6 | 0.1
CCc1nnc(NC(=O)CN2CCN(c3ccccc3F)CC2)s1 | 0.0 | 5.1 | 3.1 | -4.4 | 20.8 | · | -5.1 | -0.3 | 2.3 | -0.8
Cc1sc(C(=O)NCc2cccnc2)c2nc(C)n(CC(=O)NCc3cccnc3)c(=O)c12 | 1.8 | -0.8 | -3.8 | -13.6 | -5.6 | 12.3 | 0.6 | i | 3.6 | 3.8

An excerpt, so the mix of outcomes need not match the whole.
